Assay outcomes deposited in PubChem BioAssay by several laboratories.
Bcl-B TR3 displacers: displacers of TR3 peptide from Bcl-B, primary screen, selectivity assay for Bfl-1 inhibitor project, biochemical, fluorescence polarization; hit rate 0.11% among 96,000; AID 748; one-dose displacement, % at 20 µM; IC50 in µM for titrated hits; FP displacement of FITC-TR3 peptide from Bcl-B; higher % means a stronger effect;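 active = displacement above 50% at 20 µM plus a fluorescence interference ratio under 1.5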;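 also: plate controls were wells without compound for no effect and wells lacking Bcl-B protein for full effect; a part of the inactive calls stands beside numbers as strong as those of hits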
MRP resist rev: MRP-mediated drug resistance reversal. H69AR cells + 2 uM doxorubicin, CellTiter-Glo, 72 h. differential viability (reversal), % at 10 µM. hit rate 0.04% among 85,000. AID 602;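 active = viability drop by adding the cancer drug above about 55%, with treated viability meeting a 40% cutoff, limit read from the data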;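 also: viability without doxorubicin minus viability with 2 µM doxorubicin for each compound; larger differential means the compound sensitizes cells more to doxorubicin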
PLAP inhibitors HTS: PLAP enzyme inhibitors, biochemical, luminescence, HTS (AID 690); purified PLAP, luminescent substrate; higher % means a stronger effect; inhibition, % at 20 µM, or IC50 in µM where a hit was titrated; hit rate 0.08% among 96,000; in the data active = a potency from the dose series; inactive = the rest, 99 in 100 with inhibition below about 30%; also: strong numbers were not always called active
NFkB transloc pot: enhances IL-1B driven NFkB nuclear translocation | HUVEC IL-1B NFkB p65 nuclear translocation imaging | activation, % at 2 µM | hit rate 0.3% among 94,000;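 active = activation above 40%, about the mean plus 3 SD, also judged a hit on visual image review; inconclusive = activation above 40% but not a hit on visual review; inactive = activation not above 40% and no visual hit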;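 also: percent activation is computed from the nuclear over cytoplasmic p65 intensity ratio; values of inactives mirror those of a sister screen read the other way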
NFkB transloc inh: blocks IL-1B driven NFkB nuclear translocation in HUVEC cells; inhibition, % at 2 µM; AID 796; hit rate 0.43% among 94,000; HUVEC IL-1B NFkB p65 nuclear translocation imaging;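 active = inhibition above about 30% together with a positive call from visual inspection of the well image, limit read from the data; inconclusive = inhibition above a set limit but visual check negative; inactive = inhibition not above a set limit, visual check negative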;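 also: nuclear over cytoplasmic p65 intensity ratio measured by imaging; 0% = IL-1B stimulated DMSO wells and 100% = unstimulated DMSO wells; values of inactives mirror those of a sister screen read the other way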
MRP resist rev cytotoxicity: also measured in MRP resist rev; calls as there; viability, %; H69AR cells, CellTiter-Glo, 72 h; measured here: cytotoxicity without doxorubicin
MRP resist rev with doxorubicin: recorded beside MRP resist rev, whose call it bears; viability, %; measured here: viability with 2 uM doxorubicin; active compounds read low
NFkB transloc inh cell count 2 µM: further read-out of NFkB transloc inh, marked with its call; cell count; measured here: cells passing quality filter;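 raw number of nuclei counted in each imaged well without normalization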
NFkB transloc pot cell count 2 µM: second read-out of NFkB transloc pot, no call of its own (marks repeat the call); cell count; measured here: cells passing quality filter
Starred values were filed as active, the others as inactive; ? = inconclusive; . = not tested or not shown. A portion of the library, so the mix of outcomes need not match the whole.

entry	SMILES	Bcl-B TR3 displacers	MRP resist rev	MRP resist rev cytotoxicity	MRP resist rev with doxorubicin	PLAP inhibitors HTS	NFkB transloc pot	NFkB transloc pot cell count 2 µM	NFkB transloc inh	NFkB transloc inh cell count 2 µM
1	O=C(O)C1CC=CCC1C(=O)Nc1ccccc1C(=O)N1CCN(c2ccccc2)CC1 (stereo not drawn)	1%	.	.	.	-19%	-8	164	8	164
2	O=C(Cn1c(=O)oc2cc(S(=O)(=O)N3CCCC3)ccc21)N1CCN(c2ccccc2)CC1	7%	-3	91	94	6%	-10	179	10	179
3	O=C(COc1ccccc1)Nc1nccs1	.	6	106	100	.	1	80	-1	80
4	Cc1noc(C)c1COc1ccc(C(=O)OCC(=O)N2CC3(C)CC2CC(C)(C)C3)cc1 (stereo not drawn)	-13%	-9	81	89	-60%	-5	36	5	36
5	Cn1cc([N+](=O)[O-])c(C(=O)Nc2ccn(Cc3c(F)c(F)cc(F)c3F)n2)n1	-5%	.	.	.	-221%	-4	184	4	184
6	Cc1ccc(C(=O)NC2CCS(=O)(=O)C2)cc1S(=O)(=O)N1CCOCC1 (stereo not drawn)	1%	16	103	88	8%	-5	179	5	179
7	Cc1cccn2c(=O)c3cc(C(=O)NCCCN4CCCC4=O)n(C)c3nc12	43%	15	82	67	-91%	5	110	-5	110
8	CCOC(=O)Cc1nnc(NC(=O)CSc2nnc3c4ccccc4n(C)c3n2)s1	-18%	-11	77	88	-52%	-9	207	10	207
9	Cc1c(C#N)c2ccccc2n1CC(=O)N1CCCC1	-9%	20	94	74	3%	-9	96	9	96
10	O=C(OCC1OC(n2ccc(=O)[nH]c2=O)C(O)C1OC(=O)c1ccccc1)c1ccccc1 (stereo not drawn)	-14%	.	.	.	-21%	-2	188	2	188
11	Cc1ccc(Cn2ccc(NC(=O)c3nn(C)cc3Cl)n2)cc1	-13%	.	.	.	-18%	12	168	-12	168
12	COc1ccc(NC(=O)c2cc(CC(C)C)on2)cc1OC	-1%	-1	92	93	-20%	.	.	.	.
13	Cn1c(NCCCN2CCOCC2)nc2c1c(=O)n(Cc1ccc(Cl)c(Cl)c1)c(=O)n2C	4%	21	57	35	-72%	?	.	-60	140
14	CCCCC(CCC(=O)O)(C(=O)OCC)c1csc(N)n1 (stereo not drawn)	5%	1	88	87	-24%	12	190	-12	190
15	O=C(O)C(Cc1cc2ccccc2[nH]1)N1C(=O)C2CC=C(Cl)CC2C1=O (stereo not drawn)	.	.	.	.	.	6	136	-6	136
16	CCCCn1c(N)c(N(CC)C(=O)c2ccc3c(c2)S(=O)(=O)c2ccccc2C3=O)c(=O)[nH]c1=O	2%	-4	85	88	-44%	18	172	-18	172
17	CC1Cc2nc(SCC(=O)Nc3ccc(F)cc3)n(C)c(=O)c2S1 (stereo not drawn)	0%	-4	80	83	24%	18	91	-18	91
18	CCOC(=O)c1c2c(c(=S)n(-c3ccccc3)c1N)CCC2	-10%	2	99	96	24%	-4	110	4	110
19	c1ccc(Oc2cccc(OCCn3cncn3)c2)cc1	7%	1	93	92	0%	2	156	-2	156
20	Cc1cccc(-c2nc(CSCC(=O)NCCCN3CCOCC3)c(C)o2)c1	-5%	24	112	87	-28%	-15	57	17	57
21	CC(=O)Nc1cccc(-c2csc(Nc3cccc(C)n3)n2)c1	-7%	.	.	.	5%	24	118	-24	118
22	CC(C)(C)C(=O)CN1CCN(C2c3ccccc3-c3ccccc32)CC1	-1%	-7	75	82	-54%	3	69	-3	69
23	Cc1oc2cc(O)ccc2c(=O)c1Oc1ccccc1	1%	.	.	.	-6%	-3	93	3	93
24	O=C(NCC(c1cccnc1)N1CCN(c2ccccc2)CC1)c1ccco1 (stereo not drawn)	.	23	88	65	.	0	124	0	124
25	CCN(C(=O)CSc1nc2cc(C(=O)OC)ccc2c(=O)n1Cc1ccco1)c1cccc(C)c1	3%	12	85	73	-11%	15	116	-15	116
26	CC1CCc2c(sc3ncn4c(SCC(=O)NCc5ccco5)nnc4c23)C1 (stereo not drawn)	-2%	-1	10	11	6%	169*	206*	-169	206
27	Fc1ccc(C2NC(=S)NC3=C2N2CCC3CC2)cc1 (stereo not drawn)	-10%	25	98	73	9%	21	174	-21	174
28	COc1ccc(CC(=O)NC(C)(C)C)cc1S(=O)(=O)N1CCOCC1	-2%	.	.	.	8%	0	165	0	165
29	COc1ccc(C(=O)NCCc2nnc(SCC(=O)Nc3ccccc3C(C)C)n2C)cc1	0%	18	85	67	7%	2	162	-2	162
30	O=C(O)CCCNS(=O)(=O)c1ccc(NCc2ccccc2)c(C(=O)O)c1	1%	-20	87	107	-28%	1	149	-1	149

Quoted from the listing:
Value of compound 26 under MRP resist rev cytotoxicity: 10
Value of compound 24 under MRP resist rev cytotoxicity: 88
Value of compound 22 under NFkB transloc inh: -3

The results go on.
entry	SMILES	Bcl-B TR3 displacers	MRP resist rev	MRP resist rev cytotoxicity	MRP resist rev with doxorubicin	PLAP inhibitors HTS	NFkB transloc pot	NFkB transloc pot cell count 2 µM	NFkB transloc inh	NFkB transloc inh cell count 2 µM
31	Cc1cc(NC(=O)c2ccc(S(=O)(=O)Nc3ccccc3)cc2)no1	-7%	-16	82	98	-4%	-6	115	6	115
32	O=C(NC1CC2CCCC(C1)N2C(=O)NC1CCCCC1)c1ccc(F)cc1 (stereo not drawn)	-5%	.	.	.	4%	7	139	-7	139
33	COCCCNC(=O)C12CCC(C)(C(=O)C1)C2(C)C (stereo not drawn)	-1%	-7	84	91	10%	0	138	0	138
34	COc1ccccc1C1CC(c2ccc(Cl)cc2)Nc2nc(N)nn21 (stereo not drawn)	0%	8	105	97	-23%	0	82	0	82
35	COc1ccc(OCc2nc3ccccc3[nH]2)cc1	4%	13	92	79	1%	6	66	0	168
36	C/C(O)=C\c1nc2ccccc2oc1=O	7%	.	.	.	-2%	15	157	-15	157
37	C=C(C)Cn1c(C)cc(C)c(S(=O)(=O)c2ccccc2C)c1=O	4%	6	85	79	25%	3	158	-3	158
38	Cc1ccc(CNC(=O)CCS(=O)(=O)c2cccc3nsnc23)cc1	-10%	13	103	90	18%	.	.	.	.
39	COC(=O)c1ccc(C(=O)OC)c(NC(=O)CSc2nc(-c3ccco3)cc(C(F)(F)F)n2)c1	.	8	67	59	.	-7	89	6	89
40	CC(OC(=O)C1CCN(S(=O)(=O)c2ccc(Cl)cc2)CC1)C(=O)N1CCc2ccccc21 (stereo not drawn)	-6%	14	89	74	-87%	13	96	-13	96
41	Cc1cccc(-c2cc(C(=O)Nc3ccc4c(c3)OCCO4)c3ccccc3n2)c1	-9%	.	.	.	-17%	-1	114	1	114
42	Cc1ccc(Sc2cc(C(F)(F)F)nc(N(C)C)n2)cc1	1%	.	.	.	4%	-4	131	4	131
43	CCOC(=O)C1=C(C)Nc2nc(SCC)[nH]c(=O)c2C1c1ccncc1 (stereo not drawn)	-4%	.	.	.	-2%	-7	112	7	112
44	NC(=O)c1cc(-c2ccccc2)nc(N2CCOCC2)n1	1%	-11	64	76	0%	13	153	-13	153
45	O=C(Cn1ncnn1)OCc1ccccc1Cl	-3%	-7	102	108	4%	10	180	-10	180
46	C/C(=N\NC(=O)c1ccc(Br)cc1)C1C(=O)c2ccccc2C1=O	-7%	.	.	.	5%	-10	132	10	132
47	N#Cc1nc(Cc2cccc3ccccc23)oc1NCC1CCCO1 (stereo not drawn)	-1%	6	83	76	-45%	12	129	-12	129
48	COc1cc(-c2noc(CCC(N)=O)n2)cc(OC)c1OC	-1%	3	90	88	23%	19	174	-19	174
49	Cc1n[nH]c(=O)nc1Nc1ccc(O)cc1	0%	7	97	90	14%	9	159	-9	159
50	Cc1cc(C)cc(-n2c(C)cc(/C=N/NC(=O)CSc3ncccn3)c2C)c1	-1%	.	.	.	-32%	14	136	-14	136

Compound profiles, as listed above. Screens in order: Bcl-B TR3 displacers, MRP resist rev, MRP resist rev cytotoxicity, MRP resist rev with doxorubicin, PLAP inhibitors HTS, NFkB transloc pot, NFkB transloc pot cell count 2 µM, NFkB transloc inh, NFkB transloc inh cell count 2 µM
`O=C(Cn1ncnn1)OCc1ccccc1Cl` is listed with -3%, -7, 102, 108, 4%, 10, 180, -10, 180
`Cc1ccc(Sc2cc(C(F)(F)F)nc(N(C)C)n2)cc1` is listed with 1%, ., ., ., 4%, -4, 131, 4, 131

Next compounds.
entry	SMILES	Bcl-B TR3 displacers	MRP resist rev	MRP resist rev cytotoxicity	MRP resist rev with doxorubicin	PLAP inhibitors HTS	NFkB transloc pot	NFkB transloc pot cell count 2 µM	NFkB transloc inh	NFkB transloc inh cell count 2 µM
51	CCOC(=O)c1oc2ccccc2c1NC(=O)c1ccc2c(c1)OCO2	0%	-14	73	87	6%	5	185	-5	185
52	CCN(CC)CCCNC(=O)N[C@@H](Cc1ccccc1)C(=O)O	-1%	-5	92	96	-2%	-2	93	2	93
53	CN(C)CCCNc1cc(Cl)c(S(=O)(=O)N2CCCCC2)cc1C(=O)O	5%	0	85	86	-46%	-4	166	4	166
54	C/C(=N\Nc1nc2c(s1)CCCC2)c1ccc(Cl)cc1	-9%	.	.	.	-42%	6	139	-6	139
55	COc1ccccc1CN=C1NC(=O)C(CC(=O)Nc2ccc(OC)c(OC)c2)S1 (stereo not drawn)	-11%	.	.	.	-30%	-21	140	21	140
56	CC1(C)SCC(C(=O)O)N1C=O (stereo not drawn)	-4%	-2	96	98	4%	20	66	-20	66
57	O=C(C1CC1)N1CCCN(C(=O)C2CC2)CC1	3%	11	101	90	2%	.	.	.	.
58	Cc1cc(=O)oc2cc(OCC(O)CN3CCN(c4ccc(F)cc4)CC3)ccc12 (stereo not drawn)	-12%	9	91	83	-60%	.	.	.	.
59	CCc1ccc(OCc2nnc(SCCN3CCOCC3)n2C)cc1	3%	2	98	96	-70%	-7	113	7	113
60	N#CC1=C(N2CCCCC2)c2cc3c(n2C1=O)CCCC3	-2%	1	77	77	-18%	0	165	0	165
61	CCOC(=O)c1oc2ccc(S(=O)(=O)n3nc(-c4ccccc4)cc3N)cc2c1C	3%	-1	86	87	-19%	-8	191	8	191
62	O=C(O)C1CCCN1c1ncnc2ccccc12 (stereo not drawn)	-3%	5	90	85	-6%	9	125	-9	125
63	CCc1nnc(NC(=O)c2c(OC)cccc2OC)s1	-5%	.	.	.	-22%	17	117	-18	117
64	CC(=O)NC(Cc1c[nH]c2ccccc12)C(=O)NCc1ccc2c(c1)OCO2 (stereo not drawn)	-5%	14	89	76	4%	-5	183	5	183
65	CCOc1cc(N2CCOCC2)c(OCC)cc1NC(=O)COc1cccc2cccnc12	-1%	1	22	21	-42%	-6	197	6	197
66	CCOC(=O)c1cccc2c1-c1ccccc1/C2=N/O	1%	-31	28	59	-22%	17	120	-17	120
67	Cc1ccc(C(=O)/C=C/Nc2ccccc2C(N)=O)cc1	-36%	-4	81	86	5%	-2	169	2	169
68	Cc1ccccc1-n1c(Cn2c(=O)sc3ccccc32)nnc1SCC(N)=O	1%	-11	98	109	-45%	.	.	.	.
69	Cc1nn(-c2ccc(F)cc2)c(C)c1NS(=O)(=O)c1ccc2ccccc2c1	-12%	-29	36	66	-12%	-27	166	27	166
70	O=C(CN1CCN(CCO)CC1)Nc1ccccc1	.	-6	91	97	.	0	148	0	148
71	CCn1cc(C(=O)N/N=C(/C)c2ccc(F)cc2)c(=O)c2cc(F)c(N3CCCC3)cc21	4%	.	.	.	-26%	-3	136	3	136
72	Cc1ccc(S(=O)(=O)NCCSc2nnnn2-c2ccccc2)cc1	.	-4	56	61	.	20	124	-20	124
73	COc1ccc(N2C(=O)CC(N3CCOCC3)C2=O)cc1 (stereo not drawn)	-3%	-10	104	114	15%	.	.	.	.
74	COc1ccccc1CNC(=O)CCCN1C(=O)COc2ccc(C)cc21	2%	23	103	80	6%	-1	136	1	136
75	O=C1C2C3C=CC([C@@H]2C(=O)N1C1CC1)[C@H]1C(=O)N(C2CC2)C(=O)C31 (stereo partly drawn)	0%	2	98	96	11%	-4	146	4	146
76	CCCCS(=O)CC(COc1ccc(Cl)cc1)OC(=O)c1ccccc1 (stereo not drawn)	8%	29	112	83	-70%	8	218	-8	218
77	O=C(NC1CCCCC1)C(c1cccs1)N(C(=O)C(F)(F)F)c1ccccc1 (stereo not drawn)	-4%	.	.	.	11%	-3	117	3	117
